# Screening results from PubChem.
# POLI inh = inhibitors of human DNA polymerase iota. Q9UNA4. Pol iota fluorescent replication assay, 10 min. Potency, µM (titrated, usually from 115 µM), for inactives: at the highest dose activity, negative = inhibition, hits mostly inhibitors. hit rate 1% among 390,000. AID 588590
#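 Fluorescent replication assay read twice, at 0 min and 10 min after adding 50 nM (final) substrate. Enzyme (10 nM) and compounds were first incubated 15 min at room temperature; enzyme-free buffer wells were negative controls.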
# BAZ2B block = blocks human BAZ2B; hit rate 4.4% among 360,000; AlphaScreen BAZ2B-H3K14Ac peptide displacement; AID 504333; Q9UIF8; Potency, µM (doses to about 114 µM), without a hit: at the top dose activity change, negative = inhibition, most hits filed as inhibitors; note: % is set by controls: 0 for no effect and ±100 for the full control effect; nearly all actives have a fitted effect of over 60% in size
#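 AlphaScreen displacement of biotin-H3(5-23)K14Ac peptide (50 nM final) from BAZ2B (50 nM final) in PBS pH 7.4, 0.01% Tween-20; complex preformed 30 min RT, then compounds (top 110 uM) 30 min RT, beads 20 min dark.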
# Pol kappa inh = inhibitors of human DNA polymerase kappa; Q9UBT6; purified Pol kappa, fluorescent DNA synthesis assay, 10 min; Potency, µM (doses to about 107 µM), for inactives: at the highest dose activity, negative = inhibition, hits mostly inhibitors; AID 588579; hit rate 0.53% among 400,000; note: % is set by controls: 0 for no effect and ±100 for the full control effect
#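 Inhibition of 10 nM Pol kappa is measured by a fluorescent read-out at 0 and 10 min following addition of 50 nM substrate (final), with a 15-min room-temperature compound preincubation.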
# Pol eta inh = blocks human DNA polymerase eta activity; hit rate 1.2% among 390,000; Q9Y253; recombinant Pol eta, fluorescent DNA replication assay; Potency, µM (doses to about 114 µM), without a hit: top-dose activity change, negative = inhibition, usual class: inhibitors; note: % is set by controls: 0 for no effect and ±100 for the full control effect
#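 Pol eta (10 nM) was preincubated with compounds for 15 min at room temperature, after which fluorescent replication substrate (50 nM final) was added to start the reaction. Fluorescence was read kinetically at 0 and 10 min.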
# Apoferritin bind = binds horse apoferritin like a general anesthetic; Potency, µM (titrated, usually from 77.5 µM), for inactives: top-dose activity change, negative = displacement, actives largely listed as inhibitors; hit rate 0.074% among 350,000; apoferritin/1-aminoanthracene competitive binding, fluorescence; AID 485281; P02791; note: % is set by controls: 0 for no effect and ±100 for the full control effect; nearly all actives have a fitted effect of over 20% in size
#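 Horse-spleen apoferritin (10 uM) was mixed with 50% saturated 1-aminoanthracene in PBS, exposed to compounds for 10 min at room temperature, and read for fluorescence (ex 380 nm, em 535 nm). Competitive displacement was fitted with a four-parameter Hill equation.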
# BLM helicase inh = Bloom syndrome helicase (human) inhibition; hit rate 0.2% among 350,000; AID 2528; Potency, µM (highest dose often 56.1 µM), for inactives: at the highest dose activity change, negative = inhibition, actives largely listed as inhibitors; recombinant BLM DNA unwinding, fluorescence dequenching; P54132;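 note: plate controls were vehicle for no effect and no enzyme for full effect; nearly all actives have a fitted effect of over 35% in size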
# Target sequence (P54132 whole entry, looked up): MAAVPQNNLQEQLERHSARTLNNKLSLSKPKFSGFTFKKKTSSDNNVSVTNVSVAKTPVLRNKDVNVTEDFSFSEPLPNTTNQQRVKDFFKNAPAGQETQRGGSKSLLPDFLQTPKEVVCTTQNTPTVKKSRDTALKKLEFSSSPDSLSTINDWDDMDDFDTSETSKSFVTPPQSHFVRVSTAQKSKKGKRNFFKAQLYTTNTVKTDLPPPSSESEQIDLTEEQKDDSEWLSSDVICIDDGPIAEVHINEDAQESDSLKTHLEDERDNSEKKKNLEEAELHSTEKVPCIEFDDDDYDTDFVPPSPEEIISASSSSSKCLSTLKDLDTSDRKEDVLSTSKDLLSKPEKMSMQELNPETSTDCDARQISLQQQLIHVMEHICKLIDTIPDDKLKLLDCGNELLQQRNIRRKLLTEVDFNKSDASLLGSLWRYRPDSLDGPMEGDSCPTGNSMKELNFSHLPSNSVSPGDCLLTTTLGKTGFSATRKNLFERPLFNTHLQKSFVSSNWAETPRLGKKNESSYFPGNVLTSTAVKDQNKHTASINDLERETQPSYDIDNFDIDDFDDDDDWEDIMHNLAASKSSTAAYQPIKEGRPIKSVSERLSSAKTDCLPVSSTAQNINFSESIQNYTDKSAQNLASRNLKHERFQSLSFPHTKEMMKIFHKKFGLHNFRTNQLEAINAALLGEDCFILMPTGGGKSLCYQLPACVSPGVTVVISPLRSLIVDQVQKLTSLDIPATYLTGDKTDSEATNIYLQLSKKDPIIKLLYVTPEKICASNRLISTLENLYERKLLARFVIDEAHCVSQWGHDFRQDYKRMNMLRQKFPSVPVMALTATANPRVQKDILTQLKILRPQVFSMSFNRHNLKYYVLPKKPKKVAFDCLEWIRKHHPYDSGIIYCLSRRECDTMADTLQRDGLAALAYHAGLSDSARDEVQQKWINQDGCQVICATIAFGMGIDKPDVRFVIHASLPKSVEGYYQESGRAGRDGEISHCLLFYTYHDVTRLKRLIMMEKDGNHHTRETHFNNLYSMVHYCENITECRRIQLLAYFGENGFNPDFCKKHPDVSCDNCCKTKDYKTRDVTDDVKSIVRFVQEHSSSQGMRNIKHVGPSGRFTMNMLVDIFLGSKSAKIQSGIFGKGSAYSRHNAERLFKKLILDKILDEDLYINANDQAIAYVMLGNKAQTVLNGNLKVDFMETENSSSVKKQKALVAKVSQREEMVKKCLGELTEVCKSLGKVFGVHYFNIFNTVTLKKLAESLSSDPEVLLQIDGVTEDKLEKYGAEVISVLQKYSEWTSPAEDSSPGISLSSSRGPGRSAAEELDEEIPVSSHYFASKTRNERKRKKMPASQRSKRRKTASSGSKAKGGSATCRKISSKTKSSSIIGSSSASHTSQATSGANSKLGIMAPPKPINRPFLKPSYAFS
# G9a inh = G9a (human) methyltransferase inhibition | Q96KQ7 | G9a H3K9 monomethylation, AlphaScreen, 2 h | Potency, µM (doses to about 102 µM), for inactives: at the highest dose activity, negative = inhibition, most hits filed as inhibitors | hit rate 8.8% among 350,000 | AID 504332; note: % is set by controls: 0 for no effect and ±100 for the full control effect; nearly all actives have a fitted effect of over 75% in size
#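 AlphaScreen detection with an anti-monomethyl H3K9 antibody quantified product after a 2 h room-temperature reaction containing 500 nM biotinylated H3K9 peptide, 20 µM SAM and 20 nM enzyme, which had been preincubated 15 min with compound.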
# APEX1 inh = blocks human APE1 abasic DNA cleavage; P27695; recombinant APE1, TAMRA/BHQ-2 abasic DNA cleavage fluorescence; Potency, µM (top dose mostly 65.8 µM), for inactives: at the top dose activity change, negative = inhibition, usual class: inhibitors; hit rate 0.35% among 350,000;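 note: plate controls were vehicle for no effect and reference inhibitor for full effect; nearly all actives have a fitted effect of over 55% in size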
#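 Endonuclease cleavage of a quenched abasic-site DNA duplex (50 nM) by APE1 (0.75 nM) was tracked by TAMRA dequenching. Compounds were preincubated with enzyme 15 min at room temperature; data normalized to buffer-only and DMSO wells plus NSC13755 control.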
# POLB inh = blocks human DNA polymerase beta activity. P06746. Pol beta primer extension/strand displacement, fluorescence kinetic. Potency, µM (titrated, usually from 114 µM), without a hit: at the highest dose activity change, negative = inhibition, most hits filed as inhibitors. hit rate 1.3% among 340,000. AID 485314; note: % is set by controls: 0 for no effect and ±100 for the full control effect
#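 Pol beta (10 nM) and compounds were preincubated 15 min at room temperature, then 50 nM substrate (final) started primer extension/strand displacement. Reads were taken at 0 and 10 min; concentration-response data were fitted to a four-parameter Hill equation.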
# Active calls of the source: *; ? = inconclusive; . = no result given; [ ] = dose if it differs, or a comment. Calls come from the whole dose curve; as a rule, active = well fitted curve in the direction sought with a large enough effect; inconclusive = small, poorly fitted or top-dose-only effect, or another doubt; inactive = no such curve, though single readings can be large; an effect the other way counts as inactive or inconclusive. Potency is the fitted concentration of half-maximal effect. Some of the compounds tested; the hit share may differ from the screen's.
[1] O=C(NCC1CCCO1)c1nn2c(C(F)(F)F)cc(-c3cccs3)nc2c1Cl (stereo not drawn)
[2] Cc1cc(C)c2c(=O)cc(CSCC(=O)Nc3ccccc3Cl)[nH]c2c1
[3] CCOc1ccc2[nH]cc(C(=O)O)c(=O)c2c1
[4] Cc1ccc2nc(N3C(=O)C(O)=C(C(=O)c4ccc(C)o4)C3c3ccco3)sc2c1 (stereo not drawn)
[5] COC(=O)C(Cc1ccccc1)NC(=O)CCC(=O)NC(C)CCc1ccccc1 (stereo not drawn)
[6] O=c1cc(-c2ccccc2)nc2cc(-c3ccco3)[nH]n12
[7] O=C(CCN1CCc2ccccc2C1)Nc1ccccc1
[8] O=S(=O)(Nc1ccc2cn[nH]c2c1)c1cc(Br)ccc1Br

Screen / compound no. | 1 | 2 | 3 | 4 | 5 | 6 | 7 | 8
POLI inh | 4.6% | 3.6% | 12.7% | ? | 14.7% | 14.4% | -0.4% | 79.3%[activator]
BAZ2B block | -29.4% | 0.1% | -4.6% | 50.1µM* | 12.1% | -25.1% | -36.6% | .
Pol kappa inh | 4.5% | -9.9%[60.1 µM] | -7.4% | -36.2% | 1.6% | 3.3% | -6.5% | -4.5%
Pol eta inh | -2.3% | -15.5% | 0.7% | ? | -7.4% | -13.9% | 2.7% | -3.4%
Apoferritin bind | -7.5% | -7.8% | -1.5% | . | -5.3% | -11.7% | ? | .
BLM helicase inh | 3.2% | 3.3% | -2.4% | . | 3.7% | 0.4% | -2.4% | .
G9a inh | -28.5% | 0.8%[59 µM] | ? | ? | -6.1%[0.501 µM] | ? | ? | .
APEX1 inh | 3.0% | . | -4.7% | -3.5% | ? | 2.4% | -0.3% | 20.7%
POLB inh | 31.0% | 3.1% | -5.1% | . | 58.3% | 50.1µM* | -18.0% | .

[9] O=C(CNC(=O)c1cn2ccccc2n1)Nc1ccc(F)c(F)c1
[10] Cc1sc2ncn(CC(=O)NCC3COc4ccccc4O3)c(=O)c2c1S(=O)(=O)N1CCOCC1 (stereo not drawn)
[11] COc1ccccc1NS(=O)(=O)c1cc(NC(=O)CCC2CCCC2)ccc1N1CCOCC1
[12] CC(C)CC(=O)N1CCN(C(=O)c2ccc(-c3ccccc3)cc2)CC1
[13] COc1ccccc1NC(=S)NNC(=S)Nc1ccc(OC(F)F)cc1
[14] Cc1cc(C)c(CN2CCN(C(=O)Cn3ccc(N)nc3=O)CC2)c(C)c1
[15] Cc1cccc2sc(N(CCN(C)C)C(=O)/C=C/c3cccs3)nc12
[16] CC(OC(=O)c1ccccc1C(=O)N(C)C1CCCCC1)C(=O)NC1(C#N)CCCCC1 (stereo not drawn)

Screen / compound no. | 9 | 10 | 11 | 12 | 13 | 14 | 15 | 16
POLI inh | 32.4%[activator] | 52.7%[activator] | -2.2% | -17.9% | 55.4%[activator] | -4.9% | 8.0% | -9.2%
BAZ2B block | 3.6% | -1.8% | ? | 2.9% | -38.0% | 5.8% | -35.3% | -4.7%
Pol kappa inh | -4.4% | -1.4% | -0.9% | 2.0% | -10.9% | -13.4% | -5.8% | -3.0%
Pol eta inh | -1.4% | -11.8% | -1.5% | -13.1% | -15.2% | -2.5% | ? | -3.0%
Apoferritin bind | . | 0.5% | -11.3% | -9.2% | -0.9% | . | 27.5% | .
BLM helicase inh | . | -2.9% | -10.3% | -3.6% | -4.6% | . | 5.1% | .
G9a inh | 15.8%[0.501 µM] | 1.6% | 1.41µM* | -8.9% | 1µM* | -5.4%[2.33 µM] | ? | ?
APEX1 inh | -1.5% | -6.4% | -1.8% | 1.9% | 16.1% | -1.4% | 5.6% | -14.0%
POLB inh | . | -15.6% | -20.6% | 19.1% | 15.8% | . | -0.1% | .

# Brought forward from above: three entries, followed by the next part.
[14] Cc1cc(C)c(CN2CCN(C(=O)Cn3ccc(N)nc3=O)CC2)c(C)c1
[15] Cc1cccc2sc(N(CCN(C)C)C(=O)/C=C/c3cccs3)nc12
[16] CC(OC(=O)c1ccccc1C(=O)N(C)C1CCCCC1)C(=O)NC1(C#N)CCCCC1 (stereo not drawn)
[17] COc1ccc(-n2ncc3c(N4CCN(c5cc(C)ccc5C)CC4)ncnc32)cc1
[18] COC(=O)c1cccc(Nc2c(-c3ccc(OC)cc3)nc3nc[nH]n23)c1
[19] O=C(Nc1ccc(F)c([N+](=O)[O-])c1)c1ccc2c(c1)OCCO2
[20] Cc1ccc(Cl)cc1NC(=O)c1cc(NC(=O)CCCC(=O)O)ccc1N1CCCCC1
[21] COC(=O)c1ccc(Cn2cc(Cl)cn2)cc1
[22] Cc1ccc(S(=O)(=O)c2nc(-c3ccccc3Cl)oc2N(C)C)cc1
[23] COc1cc(C)nc(N2CCCC(C(=O)Nc3ccccc3Br)C2)n1 (stereo not drawn)
[24] COc1ccc(S(=O)(=O)N2CCCN(CC(=O)Nc3ccc(OC)c(Cl)c3)CC2)cc1
[25] O=C(COC(=O)Cc1ccccc1[N+](=O)[O-])NCc1ccc(F)cc1
[26] O=C(O)c1cccc(NC(=O)c2cccc(S(=O)(=O)Nc3cccc(C(=O)O)c3)c2)c1

Screen / compound no. | 14 | 15 | 16 | 17 | 18 | 19 | 20 | 21 | 22 | 23 | 24 | 25 | 26
POLI inh | -4.9% | 8.0% | -9.2% | 7.8% | 19.5% | 87.3%[activator] | 16.3% | 16.0% | 13.5% | 15.3% | 4.3% | 28.2% | 6.4%
BAZ2B block | 5.8% | -35.3% | -4.7% | 9.4% | ? | -17.2% | ? | 10.2% | -0.9% | -17.5% | -8.8% | -1.4% | 3.1%
Pol kappa inh | -13.4% | -5.8% | -3.0% | -2.7% | -5.3%[60.1 µM] | -10.4% | -10.5% | 0.2% | -1.7% | 6.6% | -10.8% | -4.8% | -4.3%[60.1 µM]
Pol eta inh | -2.5% | ? | -3.0% | -8.8% | -4.5% | -9.9% | -11.7% | 8.3% | -26.3% | -11.9% | -6.8% | 7.3% | 13.5%
Apoferritin bind | . | 27.5% | . | 2.1% | 6.2% | -5.6% | -9.2% | -11.1% | -10.6% | -6.4% | 0.2% | 4.7% | 11.1%
BLM helicase inh | . | 5.1% | . | 0.7% | -8.6% | -7.8% | -2.0% | -5.3% | -12.7% | 0.8% | -4.9% | 0.5% | 1.4%
G9a inh | -5.4%[2.33 µM] | ? | ? | 4.2% | -40.5%[59 µM] | ? | -20.9% | -5.8% | . | 5.6% | 44.7µM* | 2.8%[59 µM] | ?
APEX1 inh | -1.4% | 5.6% | -14.0% | -1.3% | . | -1.7% | 4.0% | -4.5% | 2.9% | -1.4% | 0.0% | 3.4% | .
POLB inh | . | -0.1% | . | 34.1% | -0.1% | -25.4% | 4.2% | 16.4% | 11.6% | 8.6% | 49.4% | 31.5% | 0.2%

# Three entries from above, ordered by the number in G9a inh, falling.
no. | molecule | G9a inh
23 | COc1cc(C)nc(N2CCCC(C(=O)Nc3ccccc3Br)C2)n1 (stereo not drawn) | 5.6%
17 | COc1ccc(-n2ncc3c(N4CCN(c5cc(C)ccc5C)CC4)ncnc32)cc1 | 4.2%
20 | Cc1ccc(Cl)cc1NC(=O)c1cc(NC(=O)CCCC(=O)O)ccc1N1CCCCC1 | -20.9%
